High-throughput results: PubChem, several laboratories
Ins promoter up: MIN6 insulin promoter up-regulation; MIN6 insulin promoter-GFP reporter, high-content imaging; stronger effect = higher value; z-score at 5 µM; hit rate 0.3% among 190,000; AID 1625;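 active means z-score above 3 at 5 µM with at least 500 cells counted in the well; inconclusive means wells under 500 cells, flagged as cytotoxic or low count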
bCat nuc transl: beta-catenin nuclear translocation modulation; HeLa beta-catenin nuclear translocation, immunofluorescence imaging; nuclear translocation activity, % at 5 µM; hit rate 0.3% among 190,000;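 active means nuclear translocation activity above 50% at 5 µM, with a well cell count of 50 or more; inconclusive means wells under 50 cells across six images, flagged as toxic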;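 further: per-cell ratio of nuclear to cytoplasmic median beta-catenin stain intensity; plate controls were DMSO negative control for no effect and GSK-3 inhibitor IX positive control for full effect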
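test system = HeLa cells, endogenous beta-catenin | dosing = single 5 µM dose plus 0.02–20 µM confirmation series | times = compound treatment 24 h, 37°C, 5% CO2 | technique = beta-catenin immunofluorescence imaging with DAPI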
Autophagy HCS: modulators of autophagy. MEF GFP-LC3 puncta imaging; test concentration mostly 10 µM. calls only at 10 µM (by protocol). hit rate 0.98% among 190,000. AID 463193;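 active means percentage of spot-positive cells more than 3 SD above its plate mean, without a fluorescence outlier flag or 80% toxicity; inconclusive means no clear call, values can overlap the other calls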;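 further: spot-positive cell cutoff set from DMSO-treated cells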
Hep lipid drop: modulators of hepatic lipid droplet formation; AML12 mouse hepatocytes, oleate lipid droplets, BODIPY imaging; inhibition, % at 6.5 µM; hit rate 0.4% among 240,000; AID 1656;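 active means lipid droplet intensity inhibited by at least 50%, with more than 500 cells counted; inconclusive means wells with under 300 cells, treated as cytotoxic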
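Assay system: AML12 mouse liver cells | Compound dosing: One dose, 6.5 µM compound | Read-out basis: Droplet intensity reduction, % inhibition | Measured by: Fluorescence imaging, 20x objective, two fields per well | Schedule: Overnight treatment with compound plus oleate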
MT stabilizer: microtubule stabilizers in HeLa cells | HeLa tubulin immunostaining HCS, 24 h; share of cells brighter than vehicle mean+2SD | % tubulin-high responders, % at 10 µM | hit rate 0.83% among 200,000;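 active means plate Z-score above 3 for both tubulin-high and condensed-nucleus cell shares, with cell loss under 80%, at 10 µM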;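 further: anti alpha tubulin signal scored within the nucleus-defined area of each cell; some results filed as inactive read as strong as hits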
Dynein transport: dynein cargo transport inhibition | AID 1381 | z-score, hits read low | hit rate 0.47% among 220,000 | 3617.4 mouse cells, GR-EGFP nuclear translocation imaging; test concentration mostly 20 µM; stimulated with dexamethasone, 1 µM; stronger effect = lower value;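 active means plate z-score of nuclear minus cytoplasmic receptor signal below a set negative limit, without overly bright fluorescence or cell loss, cut at about -3.5 in these data, passing the limit was not always enough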;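 further: z-score of nuclear minus cytoplasmic ring GR-EGFP intensity difference per well; some compounds called inactive have numbers as strong as hits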
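Buffer or medium: tet-free, stripped-serum medium; reagent: dexamethasone at 1.0 µM final, 30 min; incubation: 48 h induction, 1 h compound, 30 min dex at 37 °C; measured by: formaldehyde fixation, Hoechst nuclear stain, 10x automated fluorescence imaging; read-out: nuclear-to-cytoplasmic GR-EGFP distribution per well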
XIAP displacement: XIAP antagonists, biochemical, IAP family, fluorescence polarization (AID 1018). XIAP BIR domain, fluorescence polarization peptide displacement; higher % means a stronger effect. displacement, % at 20 µM, or IC50 in µM where a hit was titrated. hit rate 0.007% among 200,000; in the data active means displacement above about 50%; further: a part of the inactive calls stands beside numbers as strong as those of hits
WT yeast gro inh: growth inhibition of WT yeast, mitochondrial fusion screen. mitochondrial fusion phenotypic screen, WT strain. inhibition, % at 10 µM. hit rate 2.1% among 190,000; in the data active means inhibition above about 58%; tested in S. cerevisiae
CSM14.1 death rescue: rescue of cells from ER stress-induced death, primary screen, 384-well, CSM14.1, thapsigargin, ATP luminescence (AID 1222) | 190,000 tested, under 10 active | cellular ATP content (survival), % at 20 µM, or EC50 in µM where a hit was titrated | CSM14.1 thapsigargin-induced death rescue, ATP luminescence; higher % means a stronger effect;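 active means EC50 below 50 µM in the dose-response confirmation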;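 further: death triggered by thapsigargin at about 15 µM added after 2 h compound pretreatment; cell ATP read after overnight thapsigargin exposure of roughly 18 to 22 hours; normalized against plate controls of thapsigargin alone and 5% DMSO vehicle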
WT yeast gro inh mutant strain: recorded beside WT yeast gro inh, whose call it bears; inhibition, %; mitochondrial fusion phenotypic screen, mutant strain inhibition
Dynein transport cytoplasmic EGFP: also measured in Dynein transport; calls as there; z-score; measured here: cytoplasmic GR-EGFP intensity; stronger effect = higher value
Dynein transport nuclear GR-EGFP: further read-out of Dynein transport, marked with its call; z-score; measured here: nuclear GR-EGFP intensity;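 lower value marks the stronger effect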
Dynein transport cell count: also measured in Dynein transport; calls as there; z-score; measured here: cell count per field
Ins promoter up cell count: also measured in Ins promoter up; calls as there; cell count; measured here: cytotoxicity, nuclei count;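 total cells summed across four imaged fields per well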
Hep lipid drop cells 6.5 µM: further read-out of Hep lipid drop, marked with its call; cell count; measured here: cell count, cytotoxicity flag;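 cells counted across two imaged fields per well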
bCat nuc transl cell count 5 µM: further read-out of bCat nuc transl, marked with its call; cell count; measured here: cell count, cytotoxicity flag
MT stabilizer Hoechst-high %: recorded beside MT stabilizer, whose call it bears; % Hoechst-high responders; measured here: nuclear condensation Hoechst responders;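 share of cells brighter than vehicle mean plus two SD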
MT stabilizer cytotoxicity %: second read-out of MT stabilizer, no call of its own (marks repeat the call); toxicity, %; measured here: cytotoxicity by cell density;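 0% = mean cell density of plate MIN control wells and 100% = no cells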
Autophagy HCS cell loss 18 h: also measured in Autophagy HCS; calls as there; toxicity, %; measured here: cell loss, nuclei count;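 cell loss after 18 h compound exposure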
* = called active by the depositor; i = inactive; ? = inconclusive; nt = not tested or not shown; + = active, no number. Rows are unselected. Share with any hit: about 4%.

Fields: Ins promoter up | Ins promoter up cell count | bCat nuc transl | bCat nuc transl cell count 5 µM | Autophagy HCS | Autophagy HCS cell loss 18 h | Hep lipid drop | Hep lipid drop cells 6.5 µM | MT stabilizer | MT stabilizer Hoechst-high % | MT stabilizer cytotoxicity % | Dynein transport | Dynein transport cytoplasmic EGFP | Dynein transport nuclear GR-EGFP | Dynein transport cell count | XIAP displacement | WT yeast gro inh | WT yeast gro inh mutant strain | CSM14.1 death rescue
> Cc1ncsc1CCOC(=O)c1cccc([N+](=O)[O-])c1
→ -0.25 | 1436 | -3.1 | 1190 | i | -2 | 4 | 548 | 1.6 | 3.5 | 11 | -0.4 | -0.34 | -0.32 | 1.4 | -4.5% | -10 | -12 | -0.3%
> CCOC(=O)C1=C(C)OC(N)=C(C#N)C1c1cc2c(cc1[N+](=O)[O-])OCO2 (stereo not drawn)
→ 0.32 | 1217 | -0.3 | 1028 | i | -22 | 3 | 675 | 3.3 | 2.1 | 6.0 | -1.4 | -0.21 | -0.69 | 0.93 | -0.3% | -6 | 0 | -1.6%
> CCOc1ccc(N/N=C(/C#N)C(N)=O)cc1
→ 0.44 | 1530 | 2.9 | 1277 | i | 2 | nt | nt | 3.9 | 1.4 | 4.4 | 1.5 | 0.0051 | 1.1 | -1.5 | -3.7% | 31 | 19 | -1.0%
> O=c1nccc(SCc2ccc(Cl)cc2Cl)[nH]1
→ -0.84 | 1100 | -0.1 | 1289 | nt | nt | 2 | 743 | nt | nt | nt | 0.0038 | -0.23 | 0.64 | -0.23 | nt | nt | nt | nt
> COc1ccc(NC(=O)/C(=C\c2cccs2)NC(=O)c2ccco2)cc1
→ 0.46 | 1451 | 0.2 | 1505 | i | -36 | 2 | 697 | 2.2 | 1.8 | 15 | 0.14 | -0.16 | 0.095 | 0.38 | -6.6% | -4 | -4 | -0.6%
> CCc1ccc(NC(=S)N(CCN(C)C)C(C)c2ccncc2)cc1 (stereo not drawn)
→ -0.34 | 1085 | nt | nt | i | 5 | 11 | 709 | 3.4 | 2.2 | 0.4 | 0.88 | -0.067 | 0.65 | -1.3 | -4.2% | 15 | 2 | -1.1%
> CCOc1ccc(Br)cc1S(=O)(=O)N1CCC(C(=O)O)CC1
→ 0.91 | 1210 | -1.3 | 1079 | i | 14 | -3 | 729 | 1.1 | 1.0 | 2.6 | 0.61 | -0.29 | 0.43 | -0.14 | 2.1% | -4 | 1 | 1.4%
> COc1ccc(-n2nnnc2-c2cccc(OC)c2)cc1
→ 0.04 | 1131 | 42 | 405 | + | 63* | ? | nt | 18* | 62* | 34* | -0.88 | -0.21 | -0.24 | -0.18 | -3.3% | -7 | -6 | -1.6%
> Clc1ccc(COc2ccccn2)cc1Cl
→ -1.3 | 1594 | 1.6 | 1419 | i | -24 | nt | nt | 2.5 | 1.8 | 9.3 | -0.11 | 0.098 | 0.82 | -0.12 | -2.6% | -6 | 5 | -1.1%
> CCOc1ccccc1-n1nnnc1SCC(=O)NC(=O)NCc1ccco1
→ 0.3 | 1143 | -9.5 | 1006 | i | 19 | nt | nt | 2.0 | 1.8 | 3.5 | 0.53 | -0.19 | 0.65 | 0.13 | 1.8% | 12 | -4 | 1.5%
> CCOc1ccc(C2C(C(C)=O)=C(O)C(=O)N2CCc2c[nH]c3ccccc23)cc1 (stereo not drawn)
→ 0.4 | 1441 | -2.0 | 1068 | i | -9 | 2 | 753 | 2.7 | 1.2 | 8.8 | 0.3 | 0.21 | 0.5 | -0.033 | -9.0% | -15 | -12 | 0.9%
> CCN(CC)c1nc(-c2ccccc2)nc2c1sc(=S)n2CC
→ nt | nt | 2.9 | 577 | i | 33 | -1 | 748 | 1.8 | 0.9 | 2.8 | -0.11 | -0.24 | -0.052 | 0.17 | 0.2% | 5 | -4 | -0.4%
> O=S(=O)(c1ccccc1)c1cc(O)ccc1O
→ -0.08 | 1453 | -0.1 | 1092 | i | -3 | -1 | 652 | 3.2 | 1.6 | 9.5 | 0.13 | -0.24 | -0.0022 | -0.054 | -3.4% | -15 | -20 | 4.8%
> CCN1CCN(C(c2cccs2)C(C)NC(=O)c2ccccc2)CC1 (stereo not drawn)
→ 0.12 | 1122 | 4.1 | 901 | nt | nt | -1 | 733 | 2.5 | 2.2 | 5.8 | -0.54 | -0.21 | -0.074 | -0.051 | -4.3% | 0 | 2 | 2.8%
> CC(C)(C)C1C=C(Sc2ccccc2)C(=O)O1 (stereo not drawn)
→ 0.14 | 1419 | -0.2 | 971 | i | -7 | -26 | 647 | 1.6 | 2.5 | 6.0 | 0.46 | -0.25 | 0.35 | 0.27 | -20% | 10 | 20 | -5.3%
> O=C(N/N=C/C(c1ccccc1)c1ccccc1)c1ccccc1F
→ 0.98 | 1470 | -4.4 | 940 | i | 14 | -1 | 610 | 2.7 | 1.7 | 4.6 | -0.16 | -0.31 | 0.033 | 0.26 | -8.7% | 2 | 9 | -1.5%
> CCn1nc(C)c(CNC(=O)CC2C(=O)NCCN2CC(C)C)c1C (stereo not drawn)
→ 0.32 | 1330 | 1.1 | 1110 | i | 35 | 2 | 707 | 0.9 | 0.6 | 0.1 | 1.5 | -0.19 | 0.97 | -1.2 | 3.4% | -7 | -6 | 0.9%
> S=C(Nc1ccccc1)N1CCCCCC1
→ 0.31 | 1328 | -1.1 | 1344 | i | 1 | nt | nt | 0.8 | 0.7 | 0.3 | -0.2 | -0.13 | -0.12 | -0.024 | -11% | -6 | -5 | -1.3%
> O=C(N=Nc1c(O)[nH]c2ccccc12)c1ccc2c(c1)OCO2
→ -0.54 | 1307 | -0.5 | 1142 | i | 5 | -15 | 622 | 4.3 | 2.0 | 5.0 | 0.42 | -0.16 | 0.11 | -0.54 | -4.6% | 8 | 22 | 1.1%
> O=C(Cc1ccccc1Cl)N1CCN(c2ccccn2)CC1
→ -0.74 | 1669 | -4.9 | 1049 | i | -8 | 6 | 695 | 2.4 | 2.3 | 16 | 0.11 | 0.28 | 0.82 | -0.75 | -4.3% | 8 | -7 | 1.4%
> Cc1ccc(Cn2ccsc2=NC(=O)CCl)cc1
→ 0.46 | 1082 | 0.2 | 1075 | i | -1 | 2 | 417 | 2.9 | 2.6 | 5.3 | -2 | 0.13 | -1.3 | 0.56 | -4.5% | -30 | 1 | -2.2%
> CCc1nnc(NC(=O)CN2C(=O)/C(=C/c3ccc(OC)c(OC)c3)SC2=S)s1
→ -0.05 | 1643 | -5.3 | 1100 | i | 4 | -6 | 648 | 1.6 | 1.9 | 3.0 | -0.26 | -0.3 | -0.38 | 1 | -2.7% | 0 | 5 | 0.3%
> O=[N+]([O-])c1cc(S(=O)(=O)Nc2cccc(Cl)c2)ccc1N/N=C/c1ccc(N2CCOCC2)cc1
→ -0.35 | 865 | -0.8 | 1378 | nt | nt | 0 | 650 | nt | nt | nt | -0.82 | -0.27 | 0.28 | -0.077 | nt | nt | nt | nt
> CCn1c(=O)c2c3c(sc2n2cnnc12)CCC3
→ 0.33 | 707 | nt | nt | i | -10 | -3 | 801 | 1.6 | 1.2 | 3.8 | 0.092 | -0.5 | 0.21 | 0.3 | -5.0% | 2 | 6 | 1.0%
> N=c1oc2ccc3ccccc3c2cc1-c1nnc2n1CCCCC2
→ -0.24 | 1279 | -1.3 | 1177 | i | -13 | nt | nt | 3.1 | 2.5 | 13 | 0.015 | -0.026 | 0.22 | 0.43 | -4.4% | 8 | 2 | 1.8%
> COc1ccc(-n2c(C)cc(C3=NNC(=NC4CC4)SC3)c2C)cc1
→ 0.18 | 955 | 0.4 | 1040 | i | 9 | -6 | 663 | 1.6 | 1.5 | 4.6 | 2.4 | -0.25 | 0.63 | -2.2 | -3.4% | 13 | 22 | -2.0%
> COc1ccc(Cn2c(CCC(=O)Nc3ccccc3)nc3cccnc32)cc1
→ -0.22 | 986 | -1.4 | 1146 | i | -2 | 2 | 758 | 3.0 | 1.4 | 4.4 | 0.5 | -0.15 | 0.61 | 0.0063 | -4.1% | -3 | 10 | -0.5%
> O=C(CSc1c2c(nc3cc(Cl)ccc13)CCCC2)NCc1ccco1
→ -0.43 | 950 | -6.0 | 1198 | i | 5 | -12 | 755 | 2.3 | 2.4 | 0.2 | -2.1 | 0.5 | -0.84 | -0.53 | -3.0% | 4 | -1 | 1.2%
> Cc1nc2nc[nH]n2c(=O)c1NC(=O)c1cccc(OCC(C)C)c1
→ 0.28 | 1593 | -4.5 | 1009 | i | 4 | nt | nt | 1.5 | 1.6 | 4.4 | 0.43 | -0.21 | 0.38 | -0.21 | 1.3% | -16 | 5 | 1.0%
> COCCNC(=O)CC(NS(=O)(=O)c1ccc(NC(C)=O)cc1)C(C)C (stereo not drawn)
→ 0.15 | 1359 | nt | nt | i | 5 | -9 | 595 | 3.7 | 3.2 | 11 | -1.1 | -0.21 | -0.22 | 0.6 | -4.5% | -1 | 3 | nt
> CCCC(=O)Nc1ccc(Cl)c(NC(=O)c2cccnc2)c1
→ -0.31 | 1749 | -0.4 | 1067 | i | -1 | -12 | 624 | 3.4 | 1.4 | 1.8 | -0.13 | -0.24 | 0.26 | 0.53 | -4.1% | -6 | 20 | -3.3%
